TRPC6 act = activates the mouse TRPC6 cation channel; AID 2550; Q61143; HEK293-TRPC6 membrane potential dye fluorescence; active compounds read high; 310,000 tested, 0.13% active; B-score at 10 µM;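 active = B-score of the integrated fluorescence ratio above library mean plus 3 SD, and starting fluorescence ratio within library mean plus 5 SD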;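 note: higher score means more depolarization so channel activation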
TRPC4 agonist = TRPC4 (mouse) channel activation. HEK293 TRPC4beta/mu-opioid, Fluo4 calcium fluorescence; active compounds read high. 310,000 tested, 0.49% active. Q9QUQ5. AID 2237. B-score at 10 µM;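 active = B-score above 5 SD of library B-scores, and initial fluorescence ratio not above library mean plus 5 SD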;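 note: positive B-score marks a calcium rise read as TRPC4 activation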
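Material: HEK293 stable line with TRPC4beta plus mu-opioid receptor; technique: Fluo4 calcium-sensitive dye fluorescence, kinetic, 1 Hz baseline; timing: Fluo4 dye loading 45 min at room temperature, 110 s recording; controls: assay buffer as low control, maximal DAMGO as high control; read-out: integrated baseline-normalised fluorescence ratio, converted to per-well B score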
TRPC6 inh = mouse TRPC6 channel inhibition; B-score at 10 µM; HEK293-TRPC6, membrane potential dye, ACh-evoked depolarization; active compounds read low; 310,000 tested, 1.1% active;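 active = B-score under library mean minus 3 SD, initial fluorescence not abnormally high, positive integrated signal ratio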;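 note: B-score derived from integrated fluorescence ratio over the kinetic read; more negative B-score means stronger inhibition of depolarization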
RGS4 block = inhibitors of human RGS4; P49798; HEK293 M3R/RGS4 inducible, Fluo-4 calcium flux; active compounds read high; triggered by carbachol at its EC20; B-score at 10 µM; 310,000 tested, 0.45% active;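 active = B-score, a plate-corrected calcium signal, over three deviations above library mean, with baseline fluorescence within five deviations of library mean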;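 note: RGS4 expression induced by doxycycline in cells with stable M3 receptor; B-score is computed from the integrated fluorescence ratio over baseline after carbachol; higher B-score means a larger calcium signal and so more RGS4 inhibition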
Target sequence (P49798 whole entry, looked up): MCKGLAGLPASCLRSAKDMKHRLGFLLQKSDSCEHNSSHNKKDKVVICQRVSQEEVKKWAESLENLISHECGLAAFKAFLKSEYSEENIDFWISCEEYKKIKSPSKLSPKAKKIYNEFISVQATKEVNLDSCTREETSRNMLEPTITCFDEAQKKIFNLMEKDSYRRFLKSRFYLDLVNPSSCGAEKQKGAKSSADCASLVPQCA
TRPC4 block = inhibitors of mouse TRPC4 channel | HEK293 TRPC4beta/mu-opioid, DAMGO-evoked Fluo4 calcium flux; active compounds read low | B-score at 10 µM | 300,000 tested, 0.39% active | AID 2247;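 active = B-score over 3 SD under the library average, no early fluorescence shift, positive overall ratio signal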
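Test system – stable TRPC4beta/mu-opioid receptor HEK293 cells · Probe or stimulus – DAMGO, a submaximal dose followed by a maximal one · Dosing – one concentration per compound · Signal – Fluo4 calcium fluorescence by kinetic imaging, 5 s 1 Hz baseline · Evaluation – per-well B score of integrated baseline-normalized Fluo4 ratio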
TMEM16A inh = inhibitors of mouse TMEM16A calcium-activated chloride channel; Q8BHY3; HEK293 TMEM16A/YFP iodide influx fluorescence, ionomycin; normalized B-score (activity score, 25-100; higher = stronger inhibition) at 10 µM; 310,000 tested, 1.2% active; AID 588511;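 active = ratio plate-corrected score three or more library SD toward inhibition, starting fluorescence score within five deviations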;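 note: score derived from kinetic fluorescence span divided by baseline fluorescence per well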
MrgX1 PAM = allosterically activates human MrgX1 receptor signaling. Q96LB2. MrgX1-HEK293, Fluo-4 calcium flux, FDSS; active compounds read high. B-score at 10 µM. 310,000 tested, 0.63% active. AID 588675;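 active = plate-corrected calcium response at least 3 library SD above typical, normal starting fluorescence, not activating the receptor alone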;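 note: compound read alongside a low EC10 to EC30 dose of BAM8-22 agonist; peak minus trough fluorescence over baseline measured at the second addition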
Target sequence (Q96LB2 whole entry, looked up): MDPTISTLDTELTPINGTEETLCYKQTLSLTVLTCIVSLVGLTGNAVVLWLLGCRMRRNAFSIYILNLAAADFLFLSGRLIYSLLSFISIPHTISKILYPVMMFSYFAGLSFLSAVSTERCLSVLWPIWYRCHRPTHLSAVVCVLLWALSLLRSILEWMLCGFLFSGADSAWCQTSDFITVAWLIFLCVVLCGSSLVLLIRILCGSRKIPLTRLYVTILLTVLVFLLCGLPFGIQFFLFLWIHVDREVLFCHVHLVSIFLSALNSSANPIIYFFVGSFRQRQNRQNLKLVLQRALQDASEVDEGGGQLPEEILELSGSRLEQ
ANO1 activ = activators or potentiators of mouse TMEM16A chloride channel. AID 623877. B-score at 10 µM. 340,000 tested, 0.3% active. HEK293 TMEM16A/YFP-H148Q/I152L, iodide quench fluorescence; active compounds read low;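 active = fluorescence-ratio B-score plate-corrected deviation score at least 3 library SD below zero, with starting fluorescence score within 5 deviations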;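 note: channel opened by trigger with iodide after compound preincubation; score built on the fluorescence ratio of max minus min over baseline; more negative score means more quench and so TMEM16A activation or potentiation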
MrgX1 antagonist = blocks BAM8-22 activation of human MrgX1 receptor | Q96LB2 | MRGX1-HEK293 calcium flux, Fluo-4, BAM8-22 antagonism; active compounds read low | B-score at 10 µM | 310,000 tested, 1.3% active | AID 588676;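 active = calcium-response B-score plate-corrected more than 3 library SD below zero, starting fluorescence within 5 deviations, no agonist response on first addition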;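 note: peak minus trough fluorescence over baseline after final BAM8-22 challenge near maximal dose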
MrgX1 ag = activates human MrgX1 receptor signaling | Q96LB2 | MrgX1-HEK293 cells, Fluo-4 calcium fluorescence, agonist mode; active compounds read high | B-score at 10 µM | 310,000 tested, 0.44% active | AID 588627;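 active = calcium response B-score plate-corrected fluorescence ratio at least 3 library SD, with starting fluorescence B-score inside 5 SD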
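Material: MrgX1-expressing HEK293 cells; input: 15,000 cells per well; doses: test compound given as first of three sequential additions; schedule: overnight plating before 1 h dye loading; technique: Fluo-4 NW calcium-flux fluorescence, kinetic read; evaluation: baseline-normalised fluorescence change ratio, B-scored; control set: plate-wise positive and negative controls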
TRPC4 potent = TRPC4 (mouse) allosteric potentiation | Q9QUQ5 | HEK293 TRPC4beta/mu-opioid, DAMGO EC20, Fluo-4 Ca2+ flux; active compounds read high | B-score at 10 µM | 310,000 tested, 0.42% active;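 active = B-score of calcium response area above 5 SD of library B-scores, with initial fluorescence ratio within 5 SD of library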;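 note: B-score of integrated fluorescence ratio over time as area under calcium response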
Numbers without * were called inactive; i = inactive; x = no result given.

canonical_smiles,RGS4 block,MrgX1 antagonist,ANO1 activ,MrgX1 ag,TRPC4 block,MrgX1 PAM,TRPC6 inh,TRPC4 agonist,TRPC4 potent,TRPC6 act,TMEM16A inh
O=C(CC1CCCCC1)NCc1ccc(Cl)cc1,i,i,i,i,i,i,i,i,i,i,i
COc1ccc(/C=C2\SC(=S)N(CC(=O)NNC(=O)c3ccncc3)C2=O)cc1,i,i,i,i,i,i,i,i,i,i,i
CCOC(=O)c1c2ccccc2[n+]([O-])n1[C@@H](C)C(N)=O,i,i,i,i,i,i,i,i,i,i,i
CCN1C(=O)/C(=C\c2ccncc2)SC1=S,i,i,i,i,i,i,i,i,i,i,i
Cc1ccc(CNC(=O)C(Cc2ccccc2)n2cccc2)cc1 (configuration not stated),i,i,i,i,i,i,i,i,i,i,i
Cc1cc(C)c(NC(=O)c2cccc(NC(=O)c3ccco3)c2)c(C)c1,i,i,i,i,i,i,i,i,i,i,i
N#CC12CCCCC1CC1CCCCC1(C#N)N2CCO (configuration not stated),i,i,i,i,i,i,i,i,i,i,i
Cc1ccc(-c2nsc3c(N4CCC(C(N)=O)CC4)ncnc23)cc1,i,i,i,i,i,i,i,i,i,i,i
O=C(NCCOc1ccccc1)c1ncn[nH]1,i,i,i,i,i,i,i,i,i,i,i
CCn1c(C)c(C)c2cc(C(=O)NCCCN3CCCCC3)ccc21,i,i,i,i,i,i,i,i,i,i,i
Cc1c(N=Cc2c(O)n(C)c(=O)c3ccccc23)c(=O)n(-c2ccccc2)n1C,i,i,i,i,i,i,i,i,i,i,i
Cc1cc(C)c2c(N)c(C(=O)Nc3ccc([N+](=O)[O-])cc3)sc2n1,i,i,i,i,i,i,i,i,i,i,i
COc1ccc(NC(=O)C2=CC(c3ccco3)=NS(=O)(=O)N2C)cc1OC,i,i,i,i,i,i,i,i,i,i,i
CCOc1ccc(/C(O)=C2/C(=O)C(=O)N(CCOCCO)C2c2ccccn2)cc1 (configuration not stated),i,i,i,i,i,i,i,i,i,i,i
CN(C(=O)Cn1nnc(-c2cccc(C(F)(F)F)c2)n1)C1CCCCC1,i,i,i,i,i,i,i,i,i,i,i
O=C1CCCc2c1[nH]c1ccc(Br)cc21,i,i,i,i,i,i,i,i,i,i,i
O=c1cc2ncc(-c3[nH]ncc3[N+](=O)[O-])cn2[nH]1,i,i,i,i,i,i,i,i,i,i,i
COc1ccc(OCCSCc2nnc(NC(=O)Nc3ccc(Cl)cc3)s2)cc1,i,i,i,i,i,i,i,i,i,i,i
CCN(CC)CP(=O)(c1ccccc1)c1ccccc1,i,i,i,i,i,i,i,i,i,i,i
CCN(c1ccccc1)S(=O)(=O)c1ccc(C(=O)NCCc2ccc(S(N)(=O)=O)cc2)cc1,i,i,i,i,i,i,i,i,i,i,i
CC(C)(C)c1ccc(COC(=O)Nc2ccc(F)cc2)cc1,i,i,i,i,i,i,i,i,i,i,i
CCc1ccc(CNC(=O)c2nn(C)c3c2CS(=O)(=O)c2ccccc2-3)cc1,i,i,i,i,i,i,i,i,i,i,i
COC(=O)C(Cc1ccc(OC(=O)c2ccc(C)cc2)cc1)N1Cc2ccccc2C1=O (configuration not stated),i,i,i,i,i,i,i,i,i,i,i
COc1cc(OC)c(-n2c(C)cc(C=O)c2C)cc1Cl,i,i,i,i,i,9.7*,i,i,i,i,i
O=c1cc(N2CCN(Cc3ccccc3)CC2)[nH]c(=O)n1Cc1ccc(F)cc1,i,i,i,i,i,i,i,i,i,i,i
N#C/C(=C\c1ccc(F)c(Cl)c1)S(=O)(=O)c1ccccn1,i,i,i,i,i,i,i,i,i,i,i
CCOc1ccc(C(=O)c2nc3c(n2O)CCCCC3)cc1,i,i,i,i,i,i,i,i,i,i,i
O=C(NCC1CCCO1)c1cc(-c2ccccc2)on1 (configuration not stated),i,i,i,i,i,i,i,i,i,i,i
O=C(O)CC(NCc1ccco1)C(=O)OCCCl (configuration not stated),i,i,i,i,i,i,i,i,i,i,i
O=C(O)C1CCN(Cc2cnn(-c3ccccc3)c2-n2cccc2)CC1,i,i,i,i,i,i,i,i,i,i,i
NS(=O)(=O)c1ccc(CNC(=O)c2ccc(NS(=O)(=O)c3ccc4[nH]c(=O)[nH]c4c3)cc2)cc1,i,i,i,i,i,i,i,i,i,i,i
Clc1ccccc1CNCC1CCCO1 (configuration not stated),i,i,i,i,i,i,i,i,i,i,i
Cn1c2ccccc2n2c(=O)c(=O)n(CC(=O)c3ccc(F)cc3)nc12,i,i,i,i,i,i,i,i,i,i,i
COc1ccc(N2C(=O)CN=C2Nc2nc(C)cc(C)n2)cc1OC,i,i,i,i,i,i,i,i,i,i,i
CN(C)S(=O)(=O)c1ccc(N2CCCC2)c(C(=O)OCC(=O)NC2(C#N)CCCCC2)c1,i,i,i,i,i,i,i,i,i,i,i
CCN(CC)CCN(Cc1cc2cc3c(cc2[nH]c1=O)OCCO3)C(=S)NC,i,i,i,i,i,i,i,i,i,i,i
Cc1sc2nc(CSc3ccccc3)nc(N3CCOCC3)c2c1C,i,i,i,i,i,i,i,i,i,i,i
CCOc1ccccc1OCc1nn2c(COc3ccccc3)nnc2s1,i,i,i,i,i,i,i,i,i,i,i
Cc1cccc(-n2ccnc2CN2CCC(CO)(Cc3ccccc3)CC2)c1,i,i,i,i,-7*,i,i,i,i,i,i
CS(=O)(=O)c1ccc(C(=O)Nc2ccc(N3CCCCC3)cc2)c(Cl)c1,i,i,i,i,i,i,i,i,i,i,i
CCCC[C@@H]1CCCO[C@@](C(=O)NCc2ccc(C)o2)(C(F)(F)F)C1,i,i,i,i,i,i,i,i,i,i,i
COc1ccccc1N1CCN(C(=O)CCn2c(=O)[nH]c3ccsc3c2=O)CC1,i,i,i,i,i,i,i,i,i,i,i
CCC(=O)n1nc(-c2cccnc2)nc1NCc1ccc(OC)cc1,i,i,i,i,i,i,i,i,i,i,i
O=c1c(Cc2ccc(Cl)cc2Cl)c(O)ccn1CC(F)(F)F,i,i,i,i,i,i,i,i,i,i,i
O=C(/C=C/Nc1ccc(F)cc1F)c1cccs1,i,i,i,i,i,i,i,i,i,i,i
NS(=O)(=O)c1cccc(NC(=O)COC(=O)Cc2ccc(S(=O)(=O)N3CCCCC3)s2)c1,i,i,i,i,i,i,i,i,i,i,i
CCCOc1ccc(-c2cnc(N)s2)cc1,i,i,i,i,i,i,i,i,i,i,i
O=C(c1cccc(OCc2ccccc2)c1)N1CCOCC1,i,i,i,i,i,i,i,i,i,i,i
CCCc1c(C(=O)N/N=C/c2ccco2)nnn1-c1nonc1N,i,i,i,i,i,i,i,i,i,i,i
Clc1ccc(-c2nc3ccccc3nc2-c2ccccc2)cc1,i,i,i,i,i,i,i,i,i,i,i
COc1ccc(CNC(=O)C2CCN(C(=O)c3cccc(Cl)c3)CC2)cc1,i,i,i,i,i,i,i,i,i,i,i
CC(=O)Nc1ccc(S(=O)(=O)Nc2nc(C)nc3sc4c(c23)CCC4)cc1,i,i,i,i,i,i,i,i,i,i,i
CCN(CC)c1ccc(NC(=O)c2ccc(=O)[nH]c2)cc1S(=O)(=O)Nc1ccccc1OC,i,i,i,i,i,i,i,i,i,i,i
CNC(=O)c1ccc(NC(=O)Nc2ccccc2)cc1,i,i,i,i,i,i,i,i,i,i,i
CCOc1ccc(S(=O)(=O)NC(C)C(=O)NCc2ccncc2)cc1 (configuration not stated),i,i,i,i,i,i,i,i,i,i,i
O=C(Nc1ccc(CN2CCOCC2)cc1)c1ccccc1F,i,i,i,i,i,i,i,i,i,i,i
O=C(Nc1ccc(Cn2nnc3ccccc32)cc1)c1ccco1,i,i,x,i,i,i,i,i,i,i,i
Cc1cc(C(=O)CCC(=O)NC(C)c2ccc(S(N)(=O)=O)cc2)c(C)s1 (configuration not stated),i,i,i,i,i,i,i,i,i,i,i
N#Cc1ccc(C(=O)Nc2nnc(-c3cccs3)o2)cc1,i,i,i,i,i,i,i,i,i,i,i
CCOC(=O)NC(CC(=O)O)c1ccc(OCC)cc1 (configuration not stated),i,i,i,i,i,i,i,i,i,i,i

Further structures
canonical_smiles,RGS4 block,MrgX1 antagonist,ANO1 activ,MrgX1 ag,TRPC4 block,MrgX1 PAM,TRPC6 inh,TRPC4 agonist,TRPC4 potent,TRPC6 act,TMEM16A inh
Cc1cc(C(=O)NCC23CC4CC(CC(C4)C2)C3)c(C)o1,i,i,x,i,i,i,i,i,i,i,i
O=C(CCSc1nnc(-c2ccncc2)o1)Nc1cccc2ccccc12,i,i,i,i,i,i,i,i,i,i,i
Cc1ccc(C(=O)NC(C)c2ccc(-n3ccnc3)cc2)c(C)c1 (configuration not stated),i,i,i,i,i,i,i,i,i,i,i
COc1ccc(CCNC(=O)CNC(=O)c2ccc3c(c2)OCO3)cc1OC,i,i,i,i,i,i,i,i,i,i,i
O=C(c1cc(S(=O)(=O)N2CCOCC2)ccc1Cl)N1CCc2ccccc2C1,i,i,i,i,i,i,i,i,i,i,i
CCCCCCNC(=O)C(C#N)c1nc2ccccc2nc1N1CCOCC1 (configuration not stated),i,i,i,i,i,i,i,i,i,i,i
Cc1ccc(-c2cc(C(=O)N3CCN(c4ccc(F)cc4)CC3)c3ccccc3n2)o1,i,i,i,i,i,i,i,i,i,i,i
CCOc1ccc(NC(=O)CN(C)C(=O)CCCOc2ccc(Br)cc2)cc1OCC,i,i,i,i,i,i,i,i,i,i,i
COc1c(C)cc(C(=O)C2CCCN(C(=O)Cn3ccc(C)n3)C2)cc1C (configuration not stated),i,i,i,i,i,i,i,i,i,i,i

From PubChem BioAssay
